# Source: PubChem
# 14-3-3g Raf – modulators of human 14-3-3 gamma - Raf peptide interaction; P61981; FP, 14-3-3gamma / TMR-pS259-Raf peptide binding; inhibition, % at 40 µM; actives 0.19% (n = 160,000); AID 422; in the data active = inhibition above about 30%;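 note: 0% = protein plus tracer without compound and 100% = blank with tracer alone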
# Target sequence (P61981 whole entry, looked up): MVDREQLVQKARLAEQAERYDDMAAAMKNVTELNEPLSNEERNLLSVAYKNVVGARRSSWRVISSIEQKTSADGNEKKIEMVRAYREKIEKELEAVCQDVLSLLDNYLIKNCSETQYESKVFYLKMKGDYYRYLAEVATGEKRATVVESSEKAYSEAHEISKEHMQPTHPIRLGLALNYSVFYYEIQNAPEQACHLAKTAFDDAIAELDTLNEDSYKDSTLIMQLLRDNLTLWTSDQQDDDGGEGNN
# * = called active by the depositor; & = joins results of further samples.
no.	mol	14-3-3g Raf
1	Cc1ccccc1Oc1ccc(S(=O)(=O)NC(C)C(=O)O)cc1 (stereo unspecified)	-2.0
2	N#CC1=C(N)C(C#N)(C#N)C2(C(=O)Nc3ccccc32)C2CCCC=C12 (stereo unspecified)	-13.3
3	CCc1nccn1S(=O)(=O)c1cc(Br)ccc1OC	-1.2
4	O=CN1Cc2[nH]c3ccccc3c2N(c2ccc(Cl)cc2)C1=O	-9.8
5	O=C(Nc1ccc(NC(=O)C23CC4CC(CC(C4)C2)C3)cn1)c1ccco1	5.4
6	COc1ccc(CN(CCCN2CCOCC2)C(=O)Nc2cccc(Cl)c2)cc1OC	0.8
7	COc1ccc(C(=O)N(Cc2ccco2)C(C(=O)NC2CCCC2)c2ccc(O)cc2)cc1OC (stereo unspecified)	-2.7
8	Cc1cc(C)nc(SCNC(=O)c2ccccc2)n1	8.3&-2.0
9	Cc1cc(C(=O)O)c(CSc2ncn[nH]2)o1	3.6
10	COc1ccccc1NC(=O)C(C)n1cnc2ccccc2c1=O (stereo unspecified)	5.4
11	O=C(NCc1cccnc1)C1c2ccccc2C(=O)N1C1CCCCCCC1 (stereo unspecified)	-3.8
12	CCOc1ccc(C(=O)N2CC(=O)Nc3ccc(C)cc3C2c2ccccc2)cc1 (stereo unspecified)	-10.3

# (continued)
no.	mol	14-3-3g Raf
13	Cc1nn(Cc2ccc(Cl)cc2)c(C)c1NC(=O)C1CC=CCC1C(=O)O (stereo unspecified)	-6.6
14	CCOC(=O)C1=C(C)NC(=O)CC1c1cccc([N+](=O)[O-])c1 (stereo unspecified)	-4.2
15	CCC(=O)Oc1cc2c(C)cc(=O)oc2cc1Cl	-7.5
16	Cc1cc(NC(=O)CSc2nnc3c4c(C)c(C)sc4ncn23)no1	-15.1
17	CCCn1c(OC)nc2c1c(=O)n(C)c(=O)n2C	-6.2
18	Cn1c(=O)c2c(nc(N3CCOCC3)n2C)n(C)c1=O	2.5
19	Cc1sc2nc(C3CC3)nc(N3CCN(S(=O)(=O)c4ccc(F)cc4)CC3)c2c1C	-8.4
20	COC(=O)c1ccc(NC(=O)CN2CCN(S(=O)(=O)c3cc(Cl)ccc3OC)CC2)cc1	-2.4
21	O=c1[nH]cnc2c1oc1ccccc12	-5.1&-4.0
22	CCN(CC(O)Cn1c2ccc(Cl)cc2c2cc(Cl)ccc21)S(=O)(=O)c1ccc(C)cc1 (stereo unspecified)	-0.1
23	C=CCSc1nnc2c(n1)OC(c1ccc(C)s1)N(C(C)=O)c1ccccc1-2 (stereo unspecified)	1.4
24	CCSc1nnc(NC(=O)NC(C(F)(F)F)C(F)(F)F)s1	0.2

# Next entries:
no.	mol	14-3-3g Raf
25	COC(=O)c1c[nH]n2c(NCCc3ccccc3)c(-c3ccc(F)cc3)nc12	-8.5
26	Cc1[nH]nc(-c2ccc(O)cc2O)c1Oc1ccccc1	3.6
27	CSc1ncccc1C(=O)OCc1ccccc1F	-0.3
28	Cc1ccc(-c2noc(-c3ccccc3O)n2)cc1	-7.4
29	Cc1cccc(Nc2nnc(-c3cc4c(CO)cnc(C)c4oc3=O)s2)c1	-80.1
30	O=CN1N=C(C(F)(F)F)CC1(O)c1ccc(Cl)cc1 (stereo unspecified)	-8.7
31	Cc1ccc2oc(-c3ccc(NC(=O)c4cccc(F)c4)c(C)c3)nc2c1	-11.3
32	O=P(C1=C(N2CCOCC2)/C(=C\c2ccccc2)CC1)(N1CCOCC1)N1CCOCC1	-1.9
33	CCOC(=O)c1sc(NC(=O)COC(=O)c2ccco2)nc1C	-0.5
34	CCOC(=O)c1c(NC(=O)c2cccc(F)c2)sc2c1CCC(C(C)(C)C)C2 (stereo unspecified)	-8.9
35	CC(C)C(=O)N=c1sc2cc(F)cc(F)c2n1C	-3.6
36	Cc1ccc(-c2nc(CSCC(=O)NCCN3CCN(Cc4ccccc4)CC3)c(C)o2)cc1	1.4

# Additional results
no.	mol	14-3-3g Raf
37	CCOC(=O)C1=C(C)NC(=O)NC1c1cccnc1 (stereo unspecified)	-2.0
38	Cc1ccc(C)c(NC(=O)C2(C)CC3c4ccccc4C2c2ccccc23)c1 (stereo unspecified)	2.5
39	CCc1cccc(CC)c1NC(=O)C(=O)NCCc1ccccc1	-3.8
40	Cc1cc(NC(=O)c2cc(-c3ccccc3)on2)n(-c2ccccc2)n1	4.3
41	O=C(Oc1ccc2c(c1)OCO2)c1ccc(Br)c(S(=O)(=O)N2CCOCC2)c1	-4.4
42	CCOc1ccc2[nH]c(=O)c(CN(CCOC)C(=O)N3CCOCC3)cc2c1	-6.7
43	COC(=O)c1ccc(S(=O)(=O)NCc2cccc(OC)c2)n1C	-1.2
44	COc1ccc(-c2ccc3c(N)c(C(=O)NCCc4ccc(OC)c(OC)c4)sc3n2)cc1	-21.4
45	O=C(c1nn2c(c1Cl)NC(c1ccccc1)CC2C(F)(F)F)N1CCCCC1 (stereo unspecified)	-0.6
46	COC(=O)CSc1nc2cc3c(cc2cc1C#N)OCO3	-13.0
47	Cc1ccccc1NC(=O)CN1C(=S)NC(C)(C)CC1C (stereo unspecified)	1.8
48	CC(=O)c1ccc(C(=O)Nc2nc3c(s2)CCCC3)cc1	-13.4

# Next results follow:
no.	mol	14-3-3g Raf
49	Cc1ccc2c(c1)C1C=CCC1C(c1ccccc1Cl)N2 (stereo unspecified)	-122.3
50	CC(C)(C)NC(=O)C(OC(=O)Cn1nnc(-c2ccc(F)cc2)n1)c1ccncc1 (stereo unspecified)	3.8
51	CC1Cc2nc(SCC(=O)N3CCCc4ccccc43)n(Cc3ccccc3)c(=O)c2S1 (stereo unspecified)	1.0
52	CCOC(=O)c1c(C)n(-c2ccc(Cl)cc2)c2ccc(OC)cc12	6.2
53	CN(C)CCCNC(=O)C1(O)c2cc(Br)ccc2NC(=O)N1c1ccc(Cl)cc1 (stereo unspecified)	-1.3
54	Cc1cc(=O)n2ncnc2n1COCCO	-8.4
55	CCN=C(Nc1ccccc1)SC1CC(=O)N(c2ccc(OCC)cc2)C1=O (stereo unspecified)	-6.7
56	CCOC(=O)Cc1cc(=O)n2[nH]c(C)c(-c3ccccc3)c2n1	-14.2
57	CC(=O)Nc1ccc(S(=O)(=O)N2CCCC2C(=O)O)cc1 (stereo unspecified)	-1.6
58	CC(=O)N(c1ccc2oc3c(c2c1)CCCC3)S(=O)(=O)c1ccc(C)c([N+](=O)[O-])c1	-9.0
59	Cc1ccc(C)c(N2CCN(C(=O)Cn3c(=O)[nH]c4ccccc4c3=O)CC2)c1	-0.3
60	CS(=O)(=O)c1ccc(Cl)c(NC(=O)c2cccnc2)c1	-4.0

# (next part)
no.	mol	14-3-3g Raf
61	CCC(=O)N1c2ccc(S(=O)(=O)N3CCCc4ccccc43)cc2CC1C (stereo unspecified)	-9.5
62	COC(=O)C(F)(F)Sc1c(C)[nH]c2ccccc12	-5.2&-3.9
63	CC1CCCCC1NC(=O)c1cc2c(s1)CS(=O)(=O)C2 (stereo unspecified)	-15.4
64	Cc1cccc(NC(=O)CSc2nnc(CCCCCNC(=O)OC(C)(C)C)o2)c1C	2.2
65	OC(C#CCN1CCOCC1)(c1ccccc1)c1cccc(F)c1 (stereo unspecified)	-2.7
66	O=C(Cn1cnc2ccccc2c1=O)Nc1ccc2c(c1)OCCO2	-3.0
67	CCOC(=O)c1ccc(N2C(=O)CC(N3CCN(c4ncccn4)CC3)C2=O)cc1 (stereo unspecified)	-32.0
68	O=C(CN(CCc1ccccc1)S(=O)(=O)c1ccc(Br)cc1)Nc1cccc2ccccc12	-25.2
69	Cc1ccc2nc(-c3ccc(NC(=O)c4ccc(F)cc4)cc3)sc2c1	11.1
70	COc1oc(-c2ccccc2)nc1C(F)(F)F	-10.2
71	CCOC(=O)CSc1ccc(C(=O)O)cc1[N+](=O)[O-]	8.1
72	NC(=O)C1CCN(C(=O)CCCn2c(=S)[nH]c3ccc(Br)cc3c2=O)CC1	3.7

# (list continues)
no.	mol	14-3-3g Raf
73	Cn1c(SCC(=O)N2CCCC2)nnc1-c1c[nH]c2ccccc12	-1.9
74	COc1ccc(C(=O)NCC(c2cccnc2)N2CCN(c3ccc(F)cc3)CC2)cc1OC (stereo unspecified)	-6.1
75	COc1ccc(S(=O)(=O)Nc2c(C)cc(O)c(S(=O)(=O)c3ccc(Cl)cc3)c2C)cc1	-6.0
76	CCOc1cccc(C2CC(c3ccc(CC)cc3)=NC(c3ccc(C(=O)OC)cc3)N2)c1O (stereo unspecified)	-11.8
77	CCn1nnc(NC(=O)COc2ccc(C3CCCCC3)cc2)n1	7.0
78	CC(NC(=O)Cc1cccs1)C(c1cccs1)N1CCOCC1 (stereo unspecified)	-7.7
79	O=C(c1ccc(SCc2ccncc2)c([N+](=O)[O-])c1)N1CCCC1	1.0
80	O=C(Nc1cccc(Br)c1)c1cccc2c1C(=O)c1ccccc1-2	-4.8
81	Cc1cccc(-c2nc(CN3CCCC(C(=O)NC4CCCC4)C3)c(C)o2)c1 (stereo unspecified)	-4.4
82	COc1ccccc1OCCCc1c(C)n[nH]c1C	-2.7
83	Cc1ccc(C(=O)Cc2cc3ccccc3oc2=O)cc1	10.4
84	CCCCNc1nc(SCc2cc(C(C)=O)ccc2OC)nc2ccccc12	-2.8

# Random excerpt: 4 compounds from above
no.	mol	14-3-3g Raf
83	Cc1ccc(C(=O)Cc2cc3ccccc3oc2=O)cc1	10.4
73	Cn1c(SCC(=O)N2CCCC2)nnc1-c1c[nH]c2ccccc12	-1.9
71	CCOC(=O)CSc1ccc(C(=O)O)cc1[N+](=O)[O-]	8.1
74	COc1ccc(C(=O)NCC(c2cccnc2)N2CCN(c3ccc(F)cc3)CC2)cc1OC (stereo unspecified)	-6.1

# Remaining list, next part:
no.	mol	14-3-3g Raf
85	COC(=O)c1ccc(COc2cc3oc(=O)cc(-c4ccccc4)c3cc2Cl)cc1	4.6
86	CCCn1cc(S(=O)(=O)CC(=O)Nc2ccccc2C(F)(F)F)c2ccccc21	-5.8
87	CCN(CC)S(=O)(=O)c1ccc2c(c1)N(CC(=O)NC1CCCCCCC1)C(=O)CS2	1.5
88	CCC1CCCCN1C(=O)Nc1ccc(F)cc1 (stereo unspecified)	6.2
89	O=C(Nc1ccccc1N1C(=O)c2ccccc2C1=O)c1cc2nc(-c3cccs3)cc(C(F)(F)F)n2n1	-3.6
90	CCCc1nc(N)c(C#N)c(-c2ccco2)c1CC	-0.3
91	Cc1ccc(S(=O)(=O)Nc2nncs2)cc1	-6.7
92	COC(=O)c1cc(NC(=O)c2c(Cl)nc3sccn23)cc(C(=O)OC)c1	-12.4
93	O=C(Nc1ccccc1F)c1ccc(N2CC3CC(C2)c2cccc(=O)n2C3)c([N+](=O)[O-])c1 (stereo unspecified)	2.2
94	CCN(CC)C(=O)c1cc2c(=O)oc3ccccc3c2s1	4.6
95	O=C(NC1CCCCC1)c1cc2sc3ccccc3c2s1	-5.8
96	CC(C)(C)C(=O)/C=C(N)/C=C/c1ccccc1	-2.5

# The list goes on:
no.	mol	14-3-3g Raf
97	CN(C(=O)CCSc1nc(-c2ccc3c(c2)OCO3)cc(C(F)(F)F)n1)C1CCCCC1	2.1
98	O=C(Nc1cc(N2CCOCC2)ncn1)Nc1cccc2ccccc12	3.1
99	CSc1nnc2c(n1)OC(c1ccccc1C)N(C(C)=O)c1ccccc1-2 (stereo unspecified)	14.2
100	O=C(Nc1cccc(-c2nc3cc(Cl)ccc3o2)c1)c1cccc(F)c1	-258.8
101	COc1ccccc1OCCn1c(CO)nc2ccccc21	-2.9
102	COC(=O)c1ccc(C(=O)Nc2ccc3c4c(cccc24)CC3)cc1	-1.2
103	O=C(NCCCN1CCOCC1)c1cc(-c2ccc(Cl)cc2)on1	0.2
104	COc1ccc(NC(=O)c2ccc(CSc3ccc(Cl)cc3)cc2)cc1	-0.8
105	O=C1CSC(=Nc2cc(Cl)ccc2Cl)N1	-15.5
106	CC1(C)CC(=O)c2c(nc3ccccc3c2NCc2ccccc2)C1	-0.5
107	Cc1c(Br)c([N+](=O)[O-])nn1CCCC(=O)N(C1CCCCC1)C1CCCCC1	-8.3
108	COc1ccc2c(=O)c(-c3ccc4c(c3)OCCO4)coc2c1	-6.7

# Later entries:
no.	mol	14-3-3g Raf
109	Cc1cc(C)c2c(n1)SCC(=O)N2CC(=O)NCCC1=CCCCC1	-2.9
110	CCOC(=O)c1cnc2ccc(OCC)cc2c1NC(C)C	-4.7
111	CCSCCOC(=O)C1=C(C)NC(=O)NC1c1cc(Br)ccc1OC (stereo unspecified)	5.5
112	Cc1cccc(Nc2nc(-c3ccc(Br)cc3)cs2)c1	-5.4
113	COC(=O)c1ccc(CSCC(=O)Nc2cc(OC)cc(OC)c2)o1	-3.0
114	Cc1ccc(-n2nc3c(c2NC(=O)c2cccc([N+](=O)[O-])c2)CS(=O)(=O)C3)cc1	-2.4
115	COc1ccc(N2C(=O)C(=O)/C(=C(/O)c3ccc(Cl)cc3)C2c2ccc(N(C)C)cc2)cc1 (stereo unspecified)	-4.1
116	CCCOc1cccc(C(=O)N2N=C(C(F)F)CC2(O)C(F)F)c1 (stereo unspecified)	-4.5
117	Cc1ccc(C)c(NC(=O)c2ccccc2O)c1	-3.7
118	CCOC(=O)c1c(NC(=O)c2ccc(Cl)s2)sc(C)c1C	1.3
119	O=C1NC(c2ccc(Br)cc2)C(C(=O)c2ccc(Cl)cc2)C(O)(C(F)(F)F)N1 (stereo unspecified)	7.2
120	COC(=O)Oc1ccc2c(=O)c(Oc3cccc(C)c3)c(C(F)(F)F)oc2c1	-4.4

# New compounds follow:
no.	mol	14-3-3g Raf
121	O=C(O)c1cc2c(ccc3ccccc32)[nH]1	-8.0
122	O=C1CCCN2N=C(SCC(=O)N3N=C(c4cccs4)CC3c3ccc(F)cc3)SC2=N1 (stereo unspecified)	-0.9
123	COc1ccc(C2C(C(C)=O)=C(C)N=c3s/c(=C\c4cc(C)n(C)c4C)c(=O)n32)c(OC)c1 (stereo unspecified)	-59.0
124	CCCCn1c(SCC)nc2sc3c(c2c1=O)CCC3	-9.8
125	CCOC(=O)c1cnc2cc(Cl)c(OC)cc2c1Nc1ccc(C)cc1Br	-3.0
126	O=C(Nc1cc(C(=O)N2CCN(c3ccc(F)cc3)CC2)ccc1N1CC2CC(C1)c1cccc(=O)n1C2)c1ccccc1Br (stereo unspecified)	-3.5
127	COc1ccc(-n2nc(C(=O)Nc3ccc(F)cc3)c3c4ccccc4n(C)c3c2=O)cc1	-3.8
128	O=C(Nc1nnc(CCc2ccccc2)s1)c1cccs1	-4.1
129	O=C(N1CCCCCC1)N1CCN(C(=O)N2CCCCC2)CC1	9.8
130	N#C/C(=C\c1ccc[nH]1)S(=O)(=O)c1ccccc1	2.4

# The list is partial; the hit share may differ from the screen's.
